# CaV13 ICDI inh = Primary screen for inhibitors of IQ motif and Ca2+-dependent inactivation inhibitor domain binding in CACNA1D, Förster resonance energy transfer in living cells, …; HEK cells, CFP/YFP FRET ICDI-IQ, plate reader, 10 min; percent FRET-ratio fall versus neutral wells; inhibition, % at 12.3 µM; 340,000 compounds, 0.098% hits; AID 743397;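 active means mean replicate inhibition of at least 30% and at least 1% of replicates passing that level; inconclusive means only one of the two criteria is met; inactive means neither criterion is met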;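 further: 0% = median of the neutral control wells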
# aDG glyco up = increases alpha dystroglycan glycosylation. 360,000 compounds, 0.22% hits. Pro5-aDG cells, alpha-DG glycosylation AlphaScreen (IIH6); 0% Pro5, 100% B10-LARGE cell signal. activation, % at 10 µM;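 active means activation of at least 8% versus controls, or a plate z-score of at least 8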;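 further: Pro5 are CHO cells carrying HIG-tagged alpha-DG that lacks glycosylation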
# Vif inh = blocks HIV Vif function. HEK293T cells, Vif self-association by quenched fluorescence, imaging, 24 h. inhibition, % at 7.49 µM. 340,000 compounds, 0.35% hits; in the data active means inhibition above about 50%, passing the limit was not always enough; inconclusive means no clear call, values can overlap the other calls; inactive means below about 31%; further: some results filed as inactive read as strong as hits
# NR2E3 ag-1 = agonists of human nuclear receptor NR2E3; inhibition of corepressor binding, % at 4.78 µM; AID 2300; 320,000 compounds, 0.12% hits; GST-NR2E3/biotin-RetCOR TR-FRET, 1536-well;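 active means percent inhibition above the cutoff of mean plus 3 SD of all tested compounds, set per screening campaign, cut at about 20% in these data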;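 further: 0% = DMSO wells and 100% = biotin wells as full block of FRET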
# Target sequence (Q9Y5X4 whole entry, looked up): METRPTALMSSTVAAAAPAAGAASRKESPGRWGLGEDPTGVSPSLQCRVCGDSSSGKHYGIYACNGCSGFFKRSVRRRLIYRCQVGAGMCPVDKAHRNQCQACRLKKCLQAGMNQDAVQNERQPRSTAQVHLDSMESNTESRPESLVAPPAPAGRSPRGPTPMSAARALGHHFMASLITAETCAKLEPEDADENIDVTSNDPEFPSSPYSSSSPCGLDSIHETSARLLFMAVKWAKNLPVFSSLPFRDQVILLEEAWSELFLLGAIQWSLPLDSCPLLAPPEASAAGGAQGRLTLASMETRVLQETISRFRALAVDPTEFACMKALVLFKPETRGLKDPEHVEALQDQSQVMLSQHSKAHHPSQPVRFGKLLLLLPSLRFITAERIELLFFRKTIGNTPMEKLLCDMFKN
#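 Material: NR2E3–RetCOR corepressor complex / Amount: 1.35 nM GST-NR2E3 / Medium: Tris pH 7.5 / Compound: single nominal compound dose of 4.8 µM / Incubation: 5 h at 4 °C / Technique: TR-FRET, Eu(K)-anti-GST donor, streptavidin-D2 acceptor, ex 340, em 617/671 nm / Read-out basis: percent loss of FRET ratio relative to control wells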
# hiPSC survival = increases survival of single human iPS cells; 360,000 compounds, 0.044% hits; survival enhancement, % at 20 µM; hiPSC single-cell survival, ATPlite luminescence; 100% = ROCK inhibitor wells, 0% = DMSO; in the data active means survival enhancement above about 18%;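 further: cells exposed to compounds for 16 hours before the ATP read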
# Granule exo inh = lytic granule exocytosis inhibition. TALL-104 LAMP-1 surface exposure, flow cytometry; cells stimulated with thapsigargin and PMA. inhibition, % at 10 µM. 360,000 compounds, 0.66% hits;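 active means inhibition above about 55%, limit read from the data; inconclusive means no clear call, values can overlap the other calls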
# MITF TRPM1 inh = inhibitors of MITF-driven TRPM1 promoter in melanoma cells; SK-MEL-5 TRPM1 promoter luciferase, 24 h; 330,000 compounds, 0.83% hits; inhibition, % at 12.5 µM;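 active means mean inhibition across replicates of 60% or more, whatever share of single replicates reaches that level; inconclusive means some that reach 60%, reason not given; inactive means mean inhibition across replicates below 60%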; further: values of inactives mirror those of a sister screen read the other way
# HIF-2a block = inhibitors of HIF-2a | 360,000 compounds, 0.72% hits | 786-0 RCC cells HIF-2a reporter, luciferase luminescence, overnight | inhibition, % at 18.8 µM;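 active means inhibition of the luminescence signal of 40% or more relative to plate controls, in a single-dose primary screen at 18.75 µM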
# Peg3 prom inh = reduces Peg3 promoter-driven luciferase expression in HeLa | HeLa PEG-Prom luciferase reporter, luminescence, overnight | 360,000 compounds, 1.7% hits | inhibition, % at 20 µM;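 active means inhibition of at least 50% at 20 µM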
# PDI turbidity = PDI (human) enzyme inhibition; PDI insulin aggregation turbidity, A650, 90 min; inhibition, % at 10 µM; 350,000 compounds, 0.052% hits; AID 588391;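 active means mean inhibition across replicates of 30% or more, whatever share of single replicates reach that level; inconclusive means mean inhibition below 30% while every single replicate reaches 30%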;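 further: absorbance from insulin aggregation driven by PDI reduction with DTT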
# Target sequence (P07237 whole entry, looked up): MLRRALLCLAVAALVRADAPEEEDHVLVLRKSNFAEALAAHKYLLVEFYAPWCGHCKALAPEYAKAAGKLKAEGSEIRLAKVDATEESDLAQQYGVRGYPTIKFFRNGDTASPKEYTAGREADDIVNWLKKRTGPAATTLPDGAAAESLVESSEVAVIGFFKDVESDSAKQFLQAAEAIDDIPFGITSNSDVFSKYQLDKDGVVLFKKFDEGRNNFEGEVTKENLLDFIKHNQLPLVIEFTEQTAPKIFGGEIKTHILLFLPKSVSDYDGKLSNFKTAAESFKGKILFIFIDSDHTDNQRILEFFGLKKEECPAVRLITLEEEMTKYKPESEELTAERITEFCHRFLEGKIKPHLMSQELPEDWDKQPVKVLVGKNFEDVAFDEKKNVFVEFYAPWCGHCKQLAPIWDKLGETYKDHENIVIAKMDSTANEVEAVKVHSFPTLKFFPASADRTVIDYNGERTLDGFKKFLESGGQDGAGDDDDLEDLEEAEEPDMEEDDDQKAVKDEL
# NR2E3 ag-2 = human photoreceptor-specific nuclear receptor agonism; CHO-S Gal4-NCOR/VP16-NR2E3 two-hybrid, luciferase; inhibition of corepressor binding, % at 3.98 µM; AID 602229; 360,000 compounds, 0.35% hits; Q9Y5X4;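 active means inhibition above the mean of all tested compounds plus 3 SD, cut at about 70% in these data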;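 further: 0% = DMSO with NR2E3 transfected cells and 100% = cells lacking NR2E3 construct; higher means lower luciferase signal from less NR2E3 corepressor binding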
# Starred values were filed as active, the others as inactive; ? = inconclusive; / = no result given. Rows were taken by chance. About 3.5% of those tested had a hit in this group.
# A first look, five compounds:
compound	hiPSC survival	PDI turbidity	NR2E3 ag-2	Granule exo inh	Peg3 prom inh	Vif inh	MITF TRPM1 inh	aDG glyco up	CaV13 ICDI inh	NR2E3 ag-1	HIF-2a block
Cc1cc(C(=O)OCC(=O)NCc2ccc3c(c2)OCO3)c2ccccc2n1	0.3	-1	0	-8	12	-4	-8	0.0	0	4	1
Cc1ccc(C(C)C)c(OCc2ccc(C(=O)N/N=C/c3ccc(O)c(O)c3)cc2)c1	-1.1	-18	-72	14	-33	-1	28	-0.4	-6	0	72*
O=C(c1ccco1)N1CCN(c2ncnc3c2[nH]c2ccc(Br)cc23)CC1	-2.1	-3	32	-1	73*	-17	-6	4.7	/	/	16
CCOc1cc2[nH]c(=S)n(Cc3ccc(C(=O)NCCCN4CCOCC4)cc3)c(=O)c2cc1OCC	-0.2	-2	-5	-3	-12	1	31	-0.2	-14	-2	14
CCN(CC)C(=O)Cn1cc(SCC(=O)NC2CCCC2)c2ccccc21	-0.4	0	-10	2	0	-2	-2	0.0	-3	6	5

# This part in full, repeating the preview:
compound	hiPSC survival	PDI turbidity	NR2E3 ag-2	Granule exo inh	Peg3 prom inh	Vif inh	MITF TRPM1 inh	aDG glyco up	CaV13 ICDI inh	NR2E3 ag-1	HIF-2a block
Cc1cc(C(=O)OCC(=O)NCc2ccc3c(c2)OCO3)c2ccccc2n1	0.3	-1	0	-8	12	-4	-8	0.0	0	4	1
Cc1ccc(C(C)C)c(OCc2ccc(C(=O)N/N=C/c3ccc(O)c(O)c3)cc2)c1	-1.1	-18	-72	14	-33	-1	28	-0.4	-6	0	72*
O=C(c1ccco1)N1CCN(c2ncnc3c2[nH]c2ccc(Br)cc23)CC1	-2.1	-3	32	-1	73*	-17	-6	4.7	/	/	16
CCOc1cc2[nH]c(=S)n(Cc3ccc(C(=O)NCCCN4CCOCC4)cc3)c(=O)c2cc1OCC	-0.2	-2	-5	-3	-12	1	31	-0.2	-14	-2	14
CCN(CC)C(=O)Cn1cc(SCC(=O)NC2CCCC2)c2ccccc21	-0.4	0	-10	2	0	-2	-2	0.0	-3	6	5
CCS(=O)(=O)n1nc(-c2ccccc2)nc1SCc1ccccc1	-1.7	1	-104	0	-225	-3	-56	-0.2	/	-6	-222
COc1cc(C(=O)NNC(=O)c2cccc(Cl)c2)ccc1OCC(=O)N1CCOCC1	0.7	2	6	18	2	-26	-2	-0.2	-3	3	-9
CC(C)n1c(N2CCN(C(=O)Nc3ccc(Cl)cc3)CC2)nc2ccccc21	-0.8	2	13	0	-24	6	-3	2.2	-20	-2	-54
CC1(C)Cc2c(sc3nn[nH]c(=O)c23)CO1	4.9	-6	-1	-3	-2	14	-5	0.0	/	0	6
COc1ccc(NC2=Nc3cccc4cccc2c34)cc1OC	-0.2	-6	-22	-3	-54	-1	-11	0.6	-5	-4	-28
CC(C)Oc1ccc(CNC(=O)C2CCN(C(=O)N3CCOc4ccccc43)CC2)cc1	0.2	/	-6	0	7	1	5	0.8	-6	-3	-7
Cc1ccc(Cn2nnc3c(=O)[nH]c(C4CCN(S(=O)(=O)Cc5ccccc5)CC4)nc32)cc1	-0.4	9	-35	-15	40	-2	-14	-0.1	-5	4	-15
Cc1ccc(CNC(=O)C2CCC(=O)N2Cc2ccc(C)cc2)cc1 (configuration not stated)	-0.3	1	-46	-18	-9	-13	/	0.1	-13	2	13
COc1ccc(N(C(=O)c2cnsn2)C(C(=O)NC2CCCCC2)c2ccncc2)cc1 (configuration not stated)	2.2	-6	-2	-1	-4	10	-8	0.1	4	9	3
COc1ccc(/C=N/NC(=O)CCn2cnc3ccccc32)cc1	-0.6	4	7	1	5	-1	-10	0.0	-1	1	18
Cc1cccc(N2C(=O)CC(Sc3nc(-c4ccccc4)c4cc(Cl)ccc4n3)C2=O)c1 (configuration not stated)	-1.6	-5	-33	2	14	-2	-5	0.1	/	2	18
Cc1cccc(-c2ncc(S(=O)(=O)C(C)(C)C)c(N)n2)c1	-0.9	-6	-40	-3	-248	-10	-90	0.1	1	2	-249
CCOC(=O)/C(=N/Nc1ccc(Cl)cc1)S(=O)(=O)c1ccccc1	0.7	-3	-23	-2	-50	-15	-8	0.1	-8	2	-79
Cc1c(N=Cc2cc3c(cc2Cl)OCO3)c(=O)n(-c2ccccc2)n1C	-0.2	14	3	-5	5	0	-11	-0.2	-9	4	9
C=CCOC(=O)C1=C(C)NC(C)=C(C(=O)OCC=C)C1c1cccs1	2.4	3	-31	4	24	-13	10	-0.2	-6	2	2
CCOC(=O)c1sc(NC(=O)CSc2n[nH]c(C)n2)nc1C	-1.3	3	-3	0	-8	/	7	0.5	-5	4	-12
Cc1ccc(NC(=O)CSc2nc3ccc(Nc4nc(N5CCOCC5)nc(N5CCOCC5)n4)cc3s2)cc1	0.1	-6	0	8	6	23	46	-0.6	-6	/	11
O=C(Cc1ccccc1)Nc1ccccc1Oc1ccccc1	2.9	6	-9	0	-1	-6	-8	-0.1	-4	-2	-22
O=C(NC1CCCCCCC1)C1c2ccccc2C(=O)N1Cc1cccs1 (configuration not stated)	0.2	8	3	5	0	1	-2	1.2	-6	0	25

# Some entries already given, limited to hiPSC survival, aDG glyco up and Vif inh:
Molecule | hiPSC survival | aDG glyco up | Vif inh
CCOC(=O)c1sc(NC(=O)CSc2n[nH]c(C)n2)nc1C | -1.3 | 0.5 | /
Cc1ccc(NC(=O)CSc2nc3ccc(Nc4nc(N5CCOCC5)nc(N5CCOCC5)n4)cc3s2)cc1 | 0.1 | -0.6 | 23
C=CCOC(=O)C1=C(C)NC(C)=C(C(=O)OCC=C)C1c1cccs1 | 2.4 | -0.2 | -13
CCOC(=O)/C(=N/Nc1ccc(Cl)cc1)S(=O)(=O)c1ccccc1 | 0.7 | 0.1 | -15
Cc1c(N=Cc2cc3c(cc2Cl)OCO3)c(=O)n(-c2ccccc2)n1C | -0.2 | -0.2 | 0
O=C(Cc1ccccc1)Nc1ccccc1Oc1ccccc1 | 2.9 | -0.1 | -6
O=C(NC1CCCCCCC1)C1c2ccccc2C(=O)N1Cc1cccs1 (configuration not stated) | 0.2 | 1.2 | 1

# The list goes on.
compound	hiPSC survival	PDI turbidity	NR2E3 ag-2	Granule exo inh	Peg3 prom inh	Vif inh	MITF TRPM1 inh	aDG glyco up	CaV13 ICDI inh	NR2E3 ag-1	HIF-2a block
CC(=O)NCc1ccc(C(=O)CSc2nnc(C3CC3)n2C2CC2)cc1	-0.5	8	27	-5	10	-2	17	0.0	-2	1	-1
CCCCCCCN(C(=O)CCl)c1cccc(C)c1	-0.5	3	-7	4	6	5	40	-0.3	-16	-1	19
Cc1cccc(C(C)C)c1NC(=O)COC(=O)CN1C(=O)C2CC=CCC2C1=O (configuration not stated)	-0.1	4	-4	-7	10	/	-3	-0.1	-6	4	9
CC1CC1C(=O)OCC(=O)NNC(=O)COc1ccc(Br)cc1 (configuration not stated)	-0.2	-2	-24	-11	3	39	-10	-0.1	-5	1	-3
Cc1cc(C)c2c(=O)n(CC(=O)N3CCC(N4CCCCC4)CC3)sc2n1	16	/	-12	-1	34	-6	4	-0.1	-10	-1	12
CCOc1ccc(C(=O)N2CCN(c3ccccn3)CC2)cc1	0.5	9	-5	-2	16	8	-14	-0.1	-14	0	11
CCOc1ccc(C(C)NC(=O)Cc2ccccc2)cc1OCC (configuration not stated)	-0.7	4	2	0	10	1	11	-0.2	-3	2	8
CCC1(C)Cc2c(sc3nc4n(c(=O)c23)CCS4)CO1 (configuration not stated)	5.3	8	-5	1	-2	-3	6	-0.3	-1	-4	11
Cc1sc2nc(CN3CCOCC3)nc(NS(=O)(=O)c3cc(Cl)ccc3Cl)c2c1C	-0.5	18	-39	5	8	-3	1	0.1	-16	4	2
CCSC1=C(C#N)C(c2ccc3c(c2)OCO3)C2=C(CCCC2=O)N1 (configuration not stated)	-1.8	-3	-3	-4	22	-2	-1	-0.1	/	1	19
O=C(CN1C(=O)NC2(CCCc3ccccc32)C1=O)NCc1cccs1 (configuration not stated)	-0.4	-5	-6	-1	-9	0	5	-0.3	-2	0	5
COC(=O)CN1C(=O)S/C(=C/c2cc(C)n(C)c2C)C1=O	-3.3	0	-67	-3	-271	-5	-67	-0.1	-5	0	-277
COCCNc1nnc(SCC(=O)NNC(=O)c2ccc([N+](=O)[O-])cc2)s1	-0.5	5	-4	-5	-2	-1	-4	-0.2	-6	4	1
Cc1n[nH]c(=O)c2c(NC(=O)CSc3ccccc3Cl)oc(C)c12	-0.6	2	4	14	8	0	-8	-0.1	-5	5	9
CC(Sc1nc2ccccc2[nH]1)C(=O)O (configuration not stated)	1.9	-4	-23	-2	11	-5	-9	-0.4	-4	2	-1
COCCCNC(=O)CSc1nc2c(sc3ccccc32)c(=O)n1CCCC(=O)NCC1CCCO1 (configuration not stated)	-1.9	-2	-12	-1	2	0	1	-0.1	3	6	9
O=C(CN1CC(c2ccccc2)CC1=O)OCc1ccccc1F (configuration not stated)	-1.1	-4	-16	-2	-3	-1	-55	-0.1	-5	-3	10
O=C(/C=C/c1ccc2c(c1)OCO2)NCCS(=O)(=O)N1CCN(c2ccccc2)CC1	-1.5	-7	-28	1	-1	4	/	0.9	-8	/	-31
O=[N+]([O-])c1cc(/C=N\Nc2ccccn2)ccc1Cl	-0.8	-1	-33	-10	-40	9	/	0.2	2	8	-10
Cc1ccc2nc(-c3ccncc3)cc(C(=O)Nc3ccc(OC(F)F)cc3)c2c1	-0.6	-4	4	-2	28	-1	7	-0.3	-7	0	3
O=C1C2C3C=CC(C4CC34)C2C(=O)N1/N=C/c1ccc(-c2ccc(F)cc2[N+](=O)[O-])o1 (configuration not stated)	-1.6	0	-38	0	-11	/	9	0.5	-5	0	-70
O=C1C(=O)c2ccccc2C(O)=C1C1CCC(c2ccc(Cl)cc2)CC1 (configuration not stated)	2.9	-1	-5	4	34	?	11	-0.3	-5	4	-4
Cc1ccc2[nH]c3c(c2c1)CCN(C)C3	-0.2	-5	-25	14	23	7	/	-0.1	-21	-2	-11
Fc1ccc(-c2csc3ncnc(N4CCc5ccccc5C4)c23)cc1	-1.4	-3	-23	11	23	-2	-2	-0.6	-5	1	32
CCCCN(C)CCNC(=O)c1cc2c(-c3ccccc3F)nn(C)c2s1	-0.2	3	15	18	6	-8	3	-0.1	-13	5	-12
O=C(CSc1ncnc2nc[nH]c12)Nc1ccccc1C(F)(F)F	0.5	7	-20	-2	-2	/	8	-0.3	-5	1	-7
